Screens as filed in PubChem BioAssay.
CHT inh = inhibitors of human choline transporter CHT; AID 488975, 2010; B-score at 10 µM; CHT-expressing cells, membrane potential dye, choline response; hits give low values; 310,000 tested, 0.86% active; High affinity choline transporter 1 (Homo sapiens), Q9GZV3;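 active means B-score over 3 SD under the library average, and starting fluorescence ratio not unusually high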;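 further: choline stimulus applied at its EC90 after an EC20 pre-addition; B-score computed on integrated fluorescence ratio after choline addition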
Target sequence (Q9GZV3 whole entry, looked up): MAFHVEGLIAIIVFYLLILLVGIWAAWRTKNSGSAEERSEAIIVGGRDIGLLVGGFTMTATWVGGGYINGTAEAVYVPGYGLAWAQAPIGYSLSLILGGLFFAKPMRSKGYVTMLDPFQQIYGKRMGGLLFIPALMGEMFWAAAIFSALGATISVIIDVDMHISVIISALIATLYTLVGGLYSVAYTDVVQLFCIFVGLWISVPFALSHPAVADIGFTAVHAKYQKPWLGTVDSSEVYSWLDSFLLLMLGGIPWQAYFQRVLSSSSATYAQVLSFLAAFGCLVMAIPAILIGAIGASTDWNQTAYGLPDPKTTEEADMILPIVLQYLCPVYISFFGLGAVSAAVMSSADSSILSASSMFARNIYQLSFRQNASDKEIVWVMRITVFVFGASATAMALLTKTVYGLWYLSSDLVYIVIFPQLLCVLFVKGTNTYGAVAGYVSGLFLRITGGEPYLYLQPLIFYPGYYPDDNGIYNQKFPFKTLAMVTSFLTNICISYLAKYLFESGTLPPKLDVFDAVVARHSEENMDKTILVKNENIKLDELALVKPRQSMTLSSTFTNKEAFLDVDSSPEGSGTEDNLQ
KCNQ2 inh = KCNQ2 potassium channel inhibitors, primary screen, cell-based, CHO-K1, FluxOR thallium flux, B-score (AID 2156). 20 min; hits give low values. B-score at 10 µM. 310,000 tested, 1.1% active. Potassium voltage-gated channel subfamily KQT member 2 (Rattus norvegicus), O88943;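 active means fluorescence ratio B-score at most minus 3 library SDs, with starting brightness B-score within 2 library SDs, cut at about -5.5 in these data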
Active calls of the source: *; i = inactive; / = no result given.

structure | CHT inh | KCNQ2 inh
CCC1C(=O)NCCN1C(=O)c1cccc(OC2CCN(S(=O)(=O)N(C)C)CC2)c1 (configuration not stated) | i | i
O=C(CCn1c(=O)[nH]c2ccsc2c1=O)NCc1ccc(F)cc1 | i | i
CCC(=O)N=c1sc2ccccc2n1-c1ccccc1 | i | i
Cc1cc(=O)oc2c3c(cc(OCC(=O)NCC4CCC(C(=O)O)CC4)c12)OC(C)(C)CC3 (configuration not stated) | i | i
CCOC(=O)C1CCCN(c2c(NCCc3ccccc3)c(=O)c2=O)C1 (configuration not stated) | i | i
O=C(NNC(=O)c1cccc(C(F)(F)F)c1)c1ccncc1 | i | i
Cc1cc(C)c2oc(-c3ccc(C)c(NC(=S)NC(=O)c4cccs4)c3)nc2c1 | i | i
Fc1cccc(NC(=S)NC2CCCCCCC2)c1 | i | i
CSc1cnc2c(=O)n(C)c(=O)[nH]c2n1 | i | i
O=C(CCS(=O)(=O)c1ccc(Cl)cc1)Nc1ccccc1Br | i | i
COc1ccc(C2C(C#N)=C(C)NC3=C2C(=O)CC(C)(C)C3)cc1 (configuration not stated) | i | i
Cc1ccc2c(c1)[nH]c1c(=O)n(CCN3CCCCC3)cnc12 | i | i
COc1ccccc1/C=C/C(=O)OCC(=O)Nc1ccc(Cl)cn1 | i | i
CCOc1ccc(Br)cc1S(=O)(=O)N1CCC(C(=O)O)CC1 | i | i
COc1cccc(C(=O)OCC(=O)c2ccc(Br)s2)c1 | i | i
COC(=O)C1=C(C)N(Cc2ccccc2)C(=NCCc2ccccn2)N[C@H]1c1cccc(F)c1 | i | i
O=c1nc2s/c(=C\c3ccco3)c(=O)n2nc1Cc1ccc(F)cc1 | i | i
Cc1ccc(C)c(S(=O)(=O)N2CCN(C(=O)c3cncc(Br)c3)CC2)c1 | i | i
OCCCc1cn(CC2CCCCC2)nn1 | i | i
CC(NC(=O)C1CCN(C(=O)[C@@H]2Cc3ccccc3CN2)CC1)c1ccccc1 (some centres not stated) | i | i
CCOC(=O)N1CCN(C(=O)CSc2nnc(-c3c[nH]c4ccccc34)n2CCOC)CC1 | i | i
CCC1Sc2ccc(S(=O)(=O)CCC(=O)Nc3ccccc3Br)cc2NC1=O (configuration not stated) | i | i
CC(C)Oc1cccc(C(=O)C2CCCN(Cc3cnc(N4CCCC4)s3)C2)c1 (configuration not stated) | i | i
Cc1cccc2sc(NNC(=O)c3ccc4c(c3)OCCO4)nc12 | i | i
C/C(=C/C=N/Nc1nc(N2CCCCC2)nc(N2CCCCC2)n1)c1ccccc1 | i | -7.19*
O=C(CN1CCN(C(=O)C2COc3ccccc3O2)CC1)Nc1ccc(F)cc1 (configuration not stated) | i | i
Cc1ccc(N(C(=O)c2snc(C(N)=O)c2N)C(C(=O)NC2CCCC2)c2ccc(C)o2)cc1 (configuration not stated) | i | i
COc1ccc(Cl)cc1C(=O)NCc1ccco1 | i | i
CC(C)(C)SCCNC(=O)COc1ccccc1 | i | i
O=C1CN(C(=S)NC(=O)c2ccccc2[N+](=O)[O-])CCN1 | i | i

Of the compounds above, these have fluorine:
structure | CHT inh | KCNQ2 inh
O=C(CCn1c(=O)[nH]c2ccsc2c1=O)NCc1ccc(F)cc1 | i | i
O=C(NNC(=O)c1cccc(C(F)(F)F)c1)c1ccncc1 | i | i
Fc1cccc(NC(=S)NC2CCCCCCC2)c1 | i | i
COC(=O)C1=C(C)N(Cc2ccccc2)C(=NCCc2ccccn2)N[C@H]1c1cccc(F)c1 | i | i
O=c1nc2s/c(=C\c3ccco3)c(=O)n2nc1Cc1ccc(F)cc1 | i | i
O=C(CN1CCN(C(=O)C2COc3ccccc3O2)CC1)Nc1ccc(F)cc1 (configuration not stated) | i | i

Full records, quoted from the list. Values in the order: CHT inh	KCNQ2 inh
CCC1Sc2ccc(S(=O)(=O)CCC(=O)Nc3ccccc3Br)cc2NC1=O (configuration not stated) is entered as i	i
CSc1cnc2c(=O)n(C)c(=O)[nH]c2n1 is entered as i	i
O=C(NNC(=O)c1cccc(C(F)(F)F)c1)c1ccncc1 is entered as i	i
CCC(=O)N=c1sc2ccccc2n1-c1ccccc1 is entered as i	i

The results go on:
structure | CHT inh | KCNQ2 inh
COc1ccc(CN(C(=O)c2oc3ccccc3c2C)C2CCS(=O)(=O)C2)cc1 (configuration not stated) | i | i
CCN1CCN(C(=O)CN(C)S(=O)(=O)c2ccc(Cl)cc2)CC1 | i | i
CC(C)=CCCC(C)CN1CCC(n2nccc2NC(=O)C2CCCC2)CC1 (configuration not stated) | i | i
CCCNC(=O)C(NS(=O)(=O)c1ccc2c(c1)c(=O)n(C)c(=O)n2C)c1ccccc1 (configuration not stated) | i | i
O=C(NC(c1ccccc1)c1ccccc1)c1cccc(S(=O)(=O)NCc2ccccc2)c1 | i | i
CN(C)c1ccc(-c2nnc(-c3cccs3)o2)cc1 | i | i
O=C(c1ccccc1)C(C(=O)N1CCc2ccccc2C1)n1ccccc1=O (configuration not stated) | i | i
Cc1nn(CC(=O)Nc2c(C)n(C)n(-c3ccccc3)c2=O)c(C)c1[N+](=O)[O-] | i | i
CN1CCN(c2ccc(-c3ccnn3C(=O)Nc3cccc(C(F)(F)F)c3)cc2)CC1 | i | i
Cc1nc2cc(C(=O)N3CCN(C)CC3)ccc2n1C | i | i
O=C(Nc1ccc(-c2csc(Nc3ccc(Cl)cc3)n2)cc1)c1cccc(C(F)(F)F)c1 | i | i
CCCOC(=O)C1[C@H]2C(=O)N(CC3CCCO3)C[C@]23C=C[C@H]1O3 (some centres not stated) | i | i
CC(=O)Nc1ccc(S(=O)(=O)N2CCC(NC(=O)C(Cc3ccccc3F)NC(C)=O)CC2)cc1 (configuration not stated) | / | i
COc1ccc(NC(=O)C2CCCN2C(=O)Nc2cccc(F)c2)cc1 (configuration not stated) | i | i
CSc1ccc(-c2nc(CSCC(=O)NCCCN3CCOCC3)c(C)o2)cc1 | i | i
CS(=O)(=O)c1ccc(NC(=O)CCCc2nc3ccccc3c(=O)[nH]2)cc1 | i | i
COc1ccc(C(=O)OCC(=O)NCCN2C(=O)CSC2=O)cc1 | i | i
O=C(NC(=S)NC1C2CC3CC(C2)CC1C3)C12CC3CC(CC(C3)C1)C2 (configuration not stated) | i | i
Oc1ccccc1CN1CCN(C(O)(c2ccccc2)c2ccccc2)CC1 | i | i
CCc1ccccc1NC(=O)Cn1cccc1C1=NC(c2ccccc2)CO1 (configuration not stated) | i | i
O=C1C2CCCN2C(=O)N1CCN1CCN(c2ccccc2)CC1 (configuration not stated) | i | i
COc1ccc(C(=O)Nc2ccc3ccccc3n2)cc1OC | i | i
COc1ccc(N2C(S)=C(C#N)C(=O)NC2c2ccc(OC)c(OC)c2)cc1 (configuration not stated) | i | i
COC(=O)c1cc(OC(=O)CCc2ccc(OC)c(OC)c2)cc(C(=O)OC)c1 | i | i
CCOc1ccc(N=C2SC(C(=O)O)CC(=O)N2C)cc1 (configuration not stated) | i | i
O=C(NCCCn1ccnc1)C(=O)NCC1OCCCN1S(=O)(=O)c1ccc(Cl)cc1 (configuration not stated) | i | i
CN(CC(=O)Nc1ccccc1N1CCCC1)S(=O)(=O)c1ccc(F)cc1 | i | i
Cc1cccc(OCC(=O)NC(=S)Nc2ccccc2N2CCOCC2)c1C | i | i
O=C(O)c1cccc2c1C(=O)c1ccccc1-2 | i | i
Cn1c(=O)[nH]c(=O)c2c1nc(N1CCN(CCO)CC1)n2Cc1ccccc1 | i | i

Going on with the list:
structure | CHT inh | KCNQ2 inh
O=C(NC1CCN(Cc2ccccc2)CC1)c1cncc(Br)c1 | i | i
COc1ccc(CC(=O)Nc2cccc(/C(C)=N/NC(=O)c3cccc([N+](=O)[O-])c3)c2)cc1 | i | -6.04*
CCOC(=O)C1=C(C)N(C)C(=O)NC1c1c(C)nn(-c2ccc(C)cc2)c1Cl (configuration not stated) | i | i
CCOc1ccc(CCNC(=O)COC(=O)CCS(=O)(=O)c2ccc(C)cc2)cc1OCC | i | i
c1cc(-c2cccs2)nc(-c2cccs2)c1 | i | i
CCOC(=O)c1c(C)[nH]c(C)c1C(=O)CSc1ncccn1 | i | i
CCOCCn1cnc2sc(C(=O)NCCCN3CCOCC3)c(C)c2c1=O | i | i
O=C(O)C1CCN(S(=O)(=O)c2cccc3nonc23)CC1 | i | i
O=C1C(Cc2ccc(O)cc2)NC(=S)N1C1CCCCC1 (configuration not stated) | i | i
Cc1ccc(NC(=O)c2cnccn2)cc1C | i | i
CC(C)c1nc(=S)n(-c2ccccc2)[nH]1 | i | i
Clc1cccc(N/N=C(\Cc2nc3ccccc3[nH]2)c2ccccc2)c1 | i | -6.32*
CC(C)Cn1c(/C=C/c2ccco2)nc2ccccc21 | i | i
O=C(COC(=O)C1CCN(S(=O)(=O)c2ccc3c(c2)OCCO3)CC1)Nc1cccc2ccccc12 | i | i
O=C(NCC1CCCCN1)c1cc(OCC(F)(F)F)ccc1OCC(F)(F)F (configuration not stated) | i | i
O=C(O)CN1C(=O)c2ccc(Oc3cccc4c3C(=O)N(CC(=O)O)C4=O)cc2C1=O | i | i
CC(SCc1ccccc1)C(=O)NN=C1CCN(C)CC1 (configuration not stated) | i | i
Cc1ccc(-c2nn(-c3ccccc3)cc2NC(=O)CCl)cc1 | i | i
COC(=O)c1cccc(Oc2cccc(C(F)(F)F)c2)n1 | i | i
C/C(=N/OC(=O)c1ccc(Br)cc1)c1ccc(C)cc1 | i | i
Cc1cccc(NC(=O)CCCn2cc([N+](=O)[O-])cn2)n1 | i | i
O=C(Nc1cccc(Cl)c1)Nc1ccccc1C(=O)NCc1ccco1 | i | i
CCOC(=O)c1c(C)[nH]c(C(=O)COC(=O)C(C)Oc2ccc(Cl)cc2Cl)c1C (configuration not stated) | i | i
COc1ccc(C(=O)NNC(=S)NC(=O)c2cc(-c3ccccc3)nc3ccccc23)cc1 | i | i
O=C(NC(=S)Nc1cc(S(=O)(=O)N2CCOCC2)ccc1O)c1ccco1 | i | i
CCOC(=O)c1c2n(c3ccc(O)cc13)CCC2 | i | i
Cc1ccc(S(=O)(=O)N2CCC(C(=O)OCC(=O)N(C)CC(=O)Nc3ccc(F)cc3)CC2)cc1C | i | i
Cc1ccc(S(=O)(=O)N2CCCC2C(=O)Oc2ccccc2)cc1 (configuration not stated) | i | i
O=C(O)CCC(=O)/C=C/c1ccccc1 | i | i
N#CCNc1ccc([N+](=O)[O-])cc1C#N | i | i

Continued:
Order of values – CHT inh | KCNQ2 inh
CCCN(C(=O)CSc1nnnn1C)c1c(N)n(Cc2ccccc2)c(=O)[nH]c1=O
 : i | i
Cc1ccc(-c2c[n+](CC(=O)c3cccs3)c3n2CCC3)cc1
 : i | i
NC(=O)c1ccsc1NC(=O)CS(=O)(=O)c1ccc(F)cc1
 : i | i
CCCNC(=O)Nc1ccc(F)c(Cl)c1
 : i | i
CC(CC(=O)O)CC(=O)N1CCN(S(=O)(=O)c2cccs2)CC1 (configuration not stated)
 : i | i
CCn1c(O)c(N=NC(=O)c2cccc(S(=O)(=O)N3CCCCC3)c2)c2ccccc21
 : i | i
O=C(NC1CCCC1)C(c1ccc(F)cc1)N(C(=O)c1csnn1)c1ccccc1 (configuration not stated)
 : i | i
COc1ccc(NS(=O)(=O)c2cccc(C(=O)N/N=C/c3ccc(O)cc3)c2)cc1
 : i | i
Cn1ncc(Cl)c1C(=O)NC1CCCC1
 : i | i
COc1cc(C(C)=O)ccc1OCC(O)CNCC1(N2CCCCC2)CCCCC1 (configuration not stated)
 : i | i

Next compounds follow.
Order of values – CHT inh | KCNQ2 inh
Cc1ccc2[nH]c(C(=O)O)c(-c3ccccc3)c2c1
 : i | i
CCOC(=O)C(CC)/C(C)=N\NC(=O)c1ccccc1O (configuration not stated)
 : i | i
Cc1ccc(/C=N/NC(=O)c2ccc3nc[nH]c3c2)s1
 : i | i
Cc1cccc(N(CC(=O)NCc2ccccc2)C(=O)CCC(=O)Nc2nccs2)c1
 : i | i
CCN(CC)C(=O)Cn1cc(S(=O)(=O)CC(=O)NCc2ccc(F)cc2)c2ccccc21
 : i | i
CCC(CC)C(=O)Nc1nnc(SCC(=O)NC(C)(C)C)s1
 : i | i
CCC(CC)COC(=O)C1=C(C)NC(=O)NC1c1ccc([N+](=O)[O-])cc1 (configuration not stated)
 : i | i
Cc1cccc(C)c1OCc1n[nH]c(=S)o1
 : i | i
CCN(CC)CCC(c1ccc2c(c1)OCO2)c1c(OC)cc(OC)c2ccc(=O)oc12 (configuration not stated)
 : i | i
COC(=O)c1cc2nc(-c3ccc(OC)cc3)cc(C(F)(F)F)n2n1
 : i | i

Further records follow.
Order of values – CHT inh | KCNQ2 inh
CCOc1ccc(N(C(=O)c2snc(C(N)=O)c2N)C(C(=O)NCC2CCCO2)c2ccc(C)o2)cc1 (configuration not stated)
 : / | i
O=C(COC(=O)c1ccccc1NCCO)NCc1cccs1
 : i | i
COc1ccc(N(CC(=O)Nc2ccc(S(=O)(=O)N3CCOCC3)cc2)S(=O)(=O)c2ccccc2)cc1
 : i | i
O=[N+]([O-])c1ccccc1/C=C/C=N/Nc1nc(N2CCCCC2)nc(N2CCCCC2)n1
 : i | i
Cc1cc(C)cc(NC(=S)N2CCC(NC(=O)c3ccccc3C)CC2)c1
 : i | i
Cc1cc(C)cc(OCc2nnc(SCC(=O)OC(C)C)o2)c1
 : i | i
O=C(O)c1cccc(Nc2nc(Nc3ccccc3)nc(N3CCCC3)n2)c1
 : i | i
Cc1[nH]c(C)c(S(=O)(=O)NCc2ccccc2Cl)c1C(=O)N1CCCC1
 : i | i
CC(C)NC(=O)c1onc(CSc2cccc(F)c2)c1C(=O)O
 : i | i
CCCCS(=O)CC(CS(=O)CCCC)OC(=O)c1ccc(C)cc1 (configuration not stated)
 : i | i
O=C(CCc1ccccc1)NCC(=O)N/N=C/c1ccc(O)cc1O
 : i | i
CN=C1SC(CC(=O)Nc2c(C)cccc2C)C(=O)N1/N=C/c1cccs1 (configuration not stated)
 : i | i
